MITF primary – blocks human microphthalmia-associated transcription factor; inhibition, % at 2.6 µM; AID 1259374; 650,000 compounds, 0.91% hits; AlphaScreen MITF homodimerization, bead proximity signal; O75030; in the data active = inhibition above about 50%;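 also: 0% = vehicle wells with protein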
TEAD-YAP inh – TEAD-YAP interaction inhibition | 640,000 compounds, 1.4% hits | HEK-TIYL cells, TEAD-Gal4/YAP UAS-luciferase luminescence | inhibition, % at 9.12 µM; in the data active = inhibition above about 32%;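 also: 0% = median of test compound wells and 100% = reference inhibitor wells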
FBW7 activator – human FBW7 E3 ligase activation, primary screen; Q969H0; AlphaScreen FBW7–phospho-cyclin E peptide binding, activator screen; normalized activity (activation), % at 26.1 µM; 650,000 compounds, 0.13% hits; AID 1259310; in the data active = normalized activity above about 1.9%;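 also: purified mutant Fbw7 with reduced substrate affinity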
Target sequence (Q969H0 whole entry, looked up): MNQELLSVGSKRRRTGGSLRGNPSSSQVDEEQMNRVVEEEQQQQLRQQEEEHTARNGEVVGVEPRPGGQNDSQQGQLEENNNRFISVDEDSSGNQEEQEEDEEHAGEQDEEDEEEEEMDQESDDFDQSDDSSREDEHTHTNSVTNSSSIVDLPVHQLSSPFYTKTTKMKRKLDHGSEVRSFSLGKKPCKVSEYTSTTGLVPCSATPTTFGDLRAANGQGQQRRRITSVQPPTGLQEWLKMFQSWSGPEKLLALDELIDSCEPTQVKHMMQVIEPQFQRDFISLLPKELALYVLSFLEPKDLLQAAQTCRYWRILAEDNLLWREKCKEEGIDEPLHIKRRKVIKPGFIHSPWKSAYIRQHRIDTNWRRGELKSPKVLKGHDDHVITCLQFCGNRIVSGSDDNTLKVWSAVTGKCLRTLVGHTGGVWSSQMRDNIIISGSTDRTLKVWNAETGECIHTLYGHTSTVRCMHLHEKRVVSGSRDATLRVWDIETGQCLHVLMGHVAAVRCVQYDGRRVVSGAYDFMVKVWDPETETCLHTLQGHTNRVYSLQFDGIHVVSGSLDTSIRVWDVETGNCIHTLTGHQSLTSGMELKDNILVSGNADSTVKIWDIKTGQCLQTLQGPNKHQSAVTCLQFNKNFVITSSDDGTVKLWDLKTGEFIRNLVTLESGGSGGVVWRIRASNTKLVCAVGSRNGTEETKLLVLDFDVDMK
GPR151 ag – activates the human receptor GPR151; 650,000 compounds, 1% hits; activation, % at 11.2 µM; AID 1508602; Q8TDV0; PathHunter beta-arrestin GPR151 cells, luminescence; in the data active = activation above about 4.9%;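 also: 0% = median of compound wells and 100% = cells with positive control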
An asterisk follows results filed as active.

SMILES	MITF primary	TEAD-YAP inh	FBW7 activator	GPR151 ag
Cc1ccc(S(=O)(=O)Nc2ccccc2F)cc1	24	-4	0.5	-2.2
CC1CN(CC(=O)NCc2cn3cccnc3n2)Cc2ccccc2O1 (centres undefined)	-20	3	-0.1	0.6
O=C(O)c1ccccc1C(=O)NNc1ccc([N+](=O)[O-])cc1[N+](=O)[O-]	9	9	0.0	-0.5
COc1ccc(OC)c(-n2c(C)cc(/C=C3/C(=N)N4C=CSC4=NC3=O)c2C)c1	-4	28	-0.1	0.5
O=C(O)c1cc([N+](=O)[O-])cc2cccc(Br)c12	-6	1	0.5	-0.7
CCOC(=O)N/N=C/c1ccc(OS(=O)(=O)c2ccc(C)cc2)c(OC)c1	3	4	0.2	-0.6
CCOC(=O)COc1ccc2c(=O)c(-c3ccc(OC)cc3)c(C)oc2c1C	10	4	0.3	-0.4
O=S1(=O)N=C(Nc2cccc(O)c2)c2ccccc21	-5	-5	0.5	-1.7
CCc1ccc(-n2c(=S)sc3c(=O)n(-c4ccc(C)cc4)c(SCC(=O)Nc4cc(C)[nH]n4)nc32)cc1	-1	3	-0.1	1.1
O=S(=O)(NCCc1ccc(Cl)cc1)c1cccc2nsnc12	9	-8	-0.1	-0.6
Cc1csc(SC(C)c2nc3sc(C)c(C)c3c(=O)[nH]2)n1 (centres undefined)	14	4	0.1	1.5
O=C(NCc1cccnc1)c1ccc2c(=O)n(Cc3cccc(Br)c3)c(=S)[nH]c2c1	2	7	-0.2	-0.1
COc1ccc(CCNC(=O)CSc2nc3ccsc3c(=O)n2CCCCCC(=O)O)cc1OC	4	14	0.1	-1.8
COc1ccc(S(=O)(=O)N2CCCC2C(=O)N(Cc2ccco2)c2nc3ccccc3s2)cc1 (centres undefined)	-13	-5	0.0	-0.9
O=C(NC1CCN(C(=O)CN2CCCCC2)CC1)c1ccccc1F	39	0	-0.1	-0.2
COc1cc(N2CCN(S(=O)(=O)c3ccc(OC)c(C)c3)CC2)nc(C)n1	13	11	0.3	-1.6
Cc1nn(C)c(C)c1-c1cccc(C(=O)NCCO)c1	-15	-6	0.2	-0.5
CCC(=O)NNC(=O)CSc1nnc(-c2ccco2)n1CCOC	-3	-5	0.0	-0.7
CC1Sc2ccccc2N(Cc2ccccn2)C1=O (centres undefined)	-12	-7	0.1	-0.3
CCOc1ccccc1C(=O)Nc1nnc(SCC(=O)N2CCc3ccccc32)s1	4	3	-0.1	1.4
CCN1C(=O)C(NC(C)=O)c2cc(Cl)ccc21 (centres undefined)	-5	-4	0.3	-1.6
COc1ccc(NC(=O)Nc2ccc(I)cc2F)cc1	1	-25	0.0	-0.4
CCCCN(C)c1ncnc2c1c(-c1ccccc1)cn2-c1ccc(Br)cc1	4	-3	0.1	0.4
C/C(=N\NC(=O)OC(C)(C)C)c1ccccc1Cl	-6	-52	0.0	-0.3
COc1ccc(CN2CCN(C(=O)c3cc(C4CC4)[nH]n3)CCC2=O)cc1	4	-7	-0.1	-1.0
O=C(NCCc1ccccc1)C1CN(S(=O)(=O)c2ccccc2)CCN1S(=O)(=O)c1ccccc1 (centres undefined)	12	9	0.1	-0.7
Cc1cc(=O)n2nc(N(C)CC(=O)NCc3ccccc3C)sc2n1	7	-2	0.1	-0.8
Cc1ccc(CN2CCNC(=O)C2CC(=O)N2CCN(Cc3ncccc3C)CC2)o1 (centres undefined)	-8	-1	-0.1	0.6
CCOc1ccccc1C(=O)Nc1nc(C)c(C(=O)N(C)C)s1	19	-4	0.4	-0.7
O=C(/C=C/c1ccc(F)cc1)NCC1CCCO1 (centres undefined)	-5	-22	0.0	-1.4
CCc1c(C)sc(NC(=O)CCc2ccccc2)c1C(N)=O	-9	18	-0.2	2.6
O=C(Nc1ccc(Cl)cc1C(O)c1ccccc1)c1cc2n(n1)C(C(F)(F)F)CC(c1ccccc1)N2 (centres undefined)	23	-13	-0.1	-1.3
O=C(NCc1cccnc1)c1ncoc1-c1ccc(Cl)cc1	-7	5	0.0	1.5
COc1ccccc1CCNC(=O)C1CC(CCc2ccccc2)=NO1 (centres undefined)	6	-69	0.0	-0.2
Cc1cc(NC(=S)N(CCCN2CCCCCC2)Cc2ccco2)ccc1Cl	-5	15	-0.3	0.1
CCOC(=O)c1cc2c(=O)n3ccccc3nc2n(C(C)C)c1=NC(C)=O	2	-14	0.8	-1.7
CC(=Nc1ccccc1)c1sc2ccccc2c1O	-8	-45	-0.1	-1.3
Cc1cccc(NC(=O)C2CCN(c3c(C)c(C)nc4ncnn34)CC2)c1C	1	2	-0.3	-0.9
Cc1cccc(-n2c(N3CCOCC3)n[nH]c2=S)c1	8	-3	0.2	0.1
O=C(/C=C/c1cccc(Cl)c1Cl)Nc1cc2c(ccc3ccccc32)oc1=O	5	-1	0.1	0.3
CCC(C)C(=O)Nc1nnc(C2CCCCC2)s1 (centres undefined)	-12	-15	0.1	0.0
CC1(C)c2ccccc2N(c2ccccc2)C12C=Cc1cc([N+](=O)[O-])cc(Br)c1O2 (centres undefined)	16	5	0.2	-1.3
O=C(NCc1cccnc1)c1csc(N2CCN(Cc3ccc4c(c3)OCO4)CC2)n1	17	1	0.1	-0.5
CCC(=O)N1N=C2c3ccc(OC)cc3CCC2C1c1cccc([N+](=O)[O-])c1 (centres undefined)	23	13	0.1	-0.7
CCN(CC)C(=O)CNC(=O)c1nn(-c2ccc(OC)c(Cl)c2)c(=O)c2ccccc12	16	14	-0.1	0.3
COc1cc(Br)c(C2CC(=O)Nc3ccc4ccccc4c32)cc1OC (centres undefined)	15	1	0.1	-0.2
COc1ccccc1C(=O)N1CCN(c2ncnc3c(-c4ccc(F)cc4)nsc23)CC1	0	3	-0.2	1.4
CC(=O)N/C(=N\c1nc(C)cc(C)n1)Nc1cccc(C)c1C	-4	-9	-0.1	-0.1
O=C(NCc1ccccc1)/C(=C/c1ccc(Cl)cc1)NC(=O)c1ccco1	9	-2	0.2	0.4
COc1ccc([N+](=O)[O-])cc1CSc1nc2ccc(NC(=O)c3ccccc3C(=O)N3CC(C)OC(C)C3)cc2s1 (centres undefined)	25	12	0.3	-2.9

An excerpt of these results, in markdown:
| smiles | MITF primary | TEAD-YAP inh | FBW7 activator | GPR151 ag |
| --- | --- | --- | --- | --- |
| O=C(NCc1ccccc1)/C(=C/c1ccc(Cl)cc1)NC(=O)c1ccco1 | 9 | -2 | 0.2 | 0.4 |
| CC(=O)N/C(=N\c1nc(C)cc(C)n1)Nc1cccc(C)c1C | -4 | -9 | -0.1 | -0.1 |
| CC1(C)c2ccccc2N(c2ccccc2)C12C=Cc1cc([N+](=O)[O-])cc(Br)c1O2 (centres undefined) | 16 | 5 | 0.2 | -1.3 |
| CCN(CC)C(=O)CNC(=O)c1nn(-c2ccc(OC)c(Cl)c2)c(=O)c2ccccc12 | 16 | 14 | -0.1 | 0.3 |
| CCC(C)C(=O)Nc1nnc(C2CCCCC2)s1 (centres undefined) | -12 | -15 | 0.1 | 0.0 |
| COc1ccccc1C(=O)N1CCN(c2ncnc3c(-c4ccc(F)cc4)nsc23)CC1 | 0 | 3 | -0.2 | 1.4 |

The results go on.
SMILES	MITF primary	TEAD-YAP inh	FBW7 activator	GPR151 ag
CCc1nc(NCCNC(=O)c2ccco2)c2c3c(sc2n1)CCCC3	-12	-16	0.0	-0.1
Cn1c(C(=O)N2CCCCCC2)cc2c(=O)n3ccccc3nc21	0	-58	0.1	3.2
C=CCNC(=O)C1CC=CCC1C(=O)NCCc1ccccc1 (centres undefined)	-30	6	0.0	0.3
COc1ccc([N+](=O)[O-])cc1N(CC(=O)Nc1ccc2c(c1)OCCO2)S(C)(=O)=O	-12	-5	-0.2	0.7
COc1ccc(Cl)cc1C(=O)NC(=S)Nc1ccccn1	8	3	0.7	-1.3
CC(=O)c1cccc(NC(=O)c2ccc(N3CC4CC(C3)c3cccc(=O)n3C4)c(NC(=O)c3cc4ccccc4oc3=O)c2)c1 (centres undefined)	-16	2	0.0	1.2
CC(=O)N1CCN(c2ccc(NC(=O)COc3ccc(Cl)c(C)c3)cc2)CC1	4	7	-0.1	-0.5
O=c1ccc2cc(N=Cc3cccc([N+](=O)[O-])c3)ccc2o1	-17	1	-0.1	-0.5
COc1cc(/C=N/O)ccc1OCc1ccccc1Cl	3	-37	0.6	-0.4
COc1ccc(-c2n[nH]c(C)c2Oc2ccccc2)c(O)c1OC	20	9	-0.1	-1.4
N#Cc1c(N)sn(-c2ccccc2)c1=S	-13	5	-0.2	1.4
O=C(COC(=O)CSCc1c[nH]c(=O)[nH]c1=O)Nc1ccccn1	13	-6	0.0	-0.2
c1nc2nc(-c3ccc(N4CCOCC4)nc3)nc(NCCN3CCOCC3)c2[nH]1	-11	-13	-0.1	-0.8
CCN(CC)C(=O)CSc1nc2c(c(=O)n(C)c(=O)n2C)n1Cc1ccc(C)cc1	5	-4	-0.1	0.6
CC(C)(C)NC(=O)Nc1ccc2c(c1)CCC(=O)N2Cc1ccccc1	8	1	-0.1	-0.6
COc1ccc(C(=O)Oc2ccc(C3CCCCC3)cc2)cc1Br	-1	1	0.1	0.0
COC(=O)c1c(NC(=S)NNC(=O)c2ccco2)sc2c1CCC(C)C2 (centres undefined)	20	4	0.7	-0.8
CCOc1ccc(C(=O)c2ccc(C)c([N+](=O)[O-])c2)cc1	8	9	-0.1	0.7
O=C(CCc1ccccc1)Nc1ccnn1C1CCN(C(=O)C2CCOC2)CC1 (centres undefined)	3	5	-0.1	0.3
Cc1onc(-c2ccccc2Cl)c1C(=O)Nc1ccc(S(=O)(=O)Nc2ncccn2)cc1	-1	-12	-0.1	0.5

Brought forward from above: 2 compounds; new compounds follow.
SMILES	MITF primary	TEAD-YAP inh	FBW7 activator	GPR151 ag
O=C(CCc1ccccc1)Nc1ccnn1C1CCN(C(=O)C2CCOC2)CC1 (centres undefined)	3	5	-0.1	0.3
Cc1onc(-c2ccccc2Cl)c1C(=O)Nc1ccc(S(=O)(=O)Nc2ncccn2)cc1	-1	-12	-0.1	0.5
O=C(CSc1ccc(-c2ccc(-n3ccnc3)cc2)nn1)N1CCCC1	5	1	0.0	-1.4
Cn1c2ccc(Br)cc2c2nc3ccccc3nc21	-3	-3	-0.2	-0.5
COc1ccc(-n2nc(C(=O)Nc3c(F)cc(F)cc3Br)c3ccccc3c2=O)c(OC)c1	-13	-8	0.1	-0.7
COC(=O)C1=C(C(=O)OC)SC(=C2C(=S)C(C)(C)N(C(=O)c3ccc(Br)cc3)c3c(OC)cccc32)S1	-1	-9	0.2	1.2
O=C(Cc1ccccc1)Nc1nnc(CCc2ccccc2)s1	17	3	0.0	-1.6
Cc1ccc(NC(=O)/C=c2\[nH]c(=O)/c(=C\c3cccc(O)c3)s2)cc1	-4	-12	0.0	-1.2
Cc1ccccc1NC(=O)C(N)=O	-9	-10	0.1	-0.8
C=CCNc1nc2c(c(=O)[nH]c(=O)n2C)n1C	2	2	-0.1	1.3
CCN(CC)S(=O)(=O)c1ccc(C(=O)OCC#N)cc1	2	15	0.1	0.6
COc1ccc2cc(C(=O)Nc3ccccc3)c(=Nc3ccc(F)cc3)oc2c1	-5	-41	0.0	0.4
O=C(N=Nc1c(O)[nH]c2ccccc12)C(=O)Nc1ccccc1C(=O)O	10	8	0.1	-6.7
CCc1nc2sc(C(c3ccccc3F)N3CCCC3)c(O)n2n1 (centres undefined)	-7	-8	-0.2	-0.4
CC(C)C1=NN2C(=N)/C(=C/c3ccc(-c4ccccc4Cl)o3)C(=O)N=C2S1	7	-5	0.1	-1.4
CC(c1ccccc1)n1cnc2c(oc3ccccc32)c1=O (centres undefined)	4	2	0.1	-0.1
O=C(CCc1ccccc1)NCCCN1CCOC(c2ccccc2)C1 (centres undefined)	24	14	0.7	-0.8
Cc1ccc(CNC(=S)NCc2ccncc2)cc1	5	6	-0.3	-0.2
COc1ccc(NC(=O)C(C)N(c2ccc(Cl)cc2)S(C)(=O)=O)cc1 (centres undefined)	-7	-1	0.1	0.7
COc1ccc(/C(N)=N/OC(=O)c2ccccc2Br)cc1	3	-59	0.1	-1.6
CC(=O)Nc1nc(-c2ccc(Cl)cc2)nc2c1c(=O)oc1ccccc12	6	4	0.0	-2.1
OCCNc1nc(Nc2cnccn2)nc2c1ncn2C1CCCCC1	9	3	-0.1	2.4
O=C(O)CCN1CCc2ccccc2C1c1ccncc1 (centres undefined)	13	9	0.1	0.7
C=CCc1ccccc1Oc1cc(F)nc(N)n1	-10	-1	0.0	0.9
CC1(C)Cc2c(c(N3CCNCC3)[nH]c(=S)c2C#N)CO1	-13	-11	-0.1	-1.8
CC1CN(C)C(C)C/C1=N\Oc1ccc([N+](=O)[O-])cc1 (centres undefined)	-2	-1	-0.1	0.8
Cc1cc(Br)ccc1OCC(=O)N1CCCCCC1	10	-17	-0.1	1.1
O=C(CN1CCCCC1)N/N=C/c1ccccc1OCc1ccccc1	5	2	-0.1	0.3
CC(C)C(NC(=O)/C(=C/c1ccc([N+](=O)[O-])cc1)NC(=O)c1ccccc1Br)C(=O)O (centres undefined)	0	-1	0.1	-0.3
COc1cccc2cc(C(=O)Nc3ccccc3C)c(=O)oc12	-10	10	0.1	1.1
Cc1cc([N+](=O)[O-])nn1CC(=O)Nc1ccc(Cl)c(Cl)c1	8	0	0.1	-0.3

Assay outcomes: PubChem BioAssay, The Scripps Research Institute Molecular Screening Center

Compounds were not picked by outcome (roughly 3.5% active in at least one column).
